IDH1 R132H inh: inhibitors of human mutant IDH1 R132H | O75874 | IDH1-R132H enzyme, NADPH consumption, diaphorase/resazurin fluorescence | Potency, µM (titrated, usually from 76.6 µM), inactives show at the highest dose activity change, negative = inhibition, hits mostly inhibitors | actives 0.093% (n = 390,000); further: potency means the concentration at half of the fitted maximal effect; on the % scale 0 is the no-effect control and ±100 the full control effect; nearly all actives have a fitted effect of over 65% in size
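IDH1-R132H (0.5 ug/mL) preincubated 30 min with compound, then NADPH (0.016 mM) and alpha-KG (2 mM) added; 80 min at RT, pH 7.5. Remaining NADPH coupled via diaphorase/resazurin to fluorescence (540/590 nm); concentration-response curves normalized to no-enzyme control.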
Pin1 inhibitor: blocks the human prolyl isomerase Pin1 | Q13526 | Pin1 FP peptide displacement, HiFluor488, 10 min | Potency, µM (titrated, usually from 115 µM), without a hit: at the top dose activity, negative = inhibition, most hits filed as inhibitors | actives 0.009% (n = 390,000) | AID 504891; active means well fitted inhibition curve with a large enough effect in the polarisation, with a control signal flat, not every such curve was filed as active; inconclusive means small, poorly fitted or top-dose-only effect, or effect the other way, or a change in a side signal; inactive means no such curve, though single readings can be large or run the other way; the % refers to the polarisation; further: potency means the concentration at half of the fitted maximal effect; on the % scale 0 is the no-effect control and ±100 the full control effect
Target sequence (Q13526 whole entry, looked up): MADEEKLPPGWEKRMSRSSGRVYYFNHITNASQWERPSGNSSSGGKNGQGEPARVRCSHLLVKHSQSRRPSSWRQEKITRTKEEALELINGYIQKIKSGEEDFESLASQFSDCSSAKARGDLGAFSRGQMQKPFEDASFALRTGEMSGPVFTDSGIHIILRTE
D2 antag: antagonizes the human D2 dopamine receptor | P14416 | HEK293 TREx D2 cells, calcium flux, dopamine EC80 | inhibition, % at 10 µM | actives 2% (n = 340,000); in the data active means inhibition above about 30%; further: 0% is about no effect
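Measurement of antagonist activity uses fluorescent calcium dye in inducible HEK293 T-REx D2 cells: 10 s baseline, compound addition with 180 s read, EC80 dopamine addition with a further 180 s read.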
TrxR1 substrate: substrates of rat thioredoxin reductase 1 | purified TrxR1 substrate turnover, NADPH consumption readout | Potency, µM (titrated, usually from 114 µM), inactives show at the highest dose activity change, negative = substrate turnover | actives 0.01% (n = 390,000) | AID 588456; further: potency means the concentration at half of the fitted maximal effect; on the % scale 0 is the no-effect control and ±100 the full control effect; nearly all actives have a fitted effect of over 50% in size
Target sequence (O89049 whole entry, looked up): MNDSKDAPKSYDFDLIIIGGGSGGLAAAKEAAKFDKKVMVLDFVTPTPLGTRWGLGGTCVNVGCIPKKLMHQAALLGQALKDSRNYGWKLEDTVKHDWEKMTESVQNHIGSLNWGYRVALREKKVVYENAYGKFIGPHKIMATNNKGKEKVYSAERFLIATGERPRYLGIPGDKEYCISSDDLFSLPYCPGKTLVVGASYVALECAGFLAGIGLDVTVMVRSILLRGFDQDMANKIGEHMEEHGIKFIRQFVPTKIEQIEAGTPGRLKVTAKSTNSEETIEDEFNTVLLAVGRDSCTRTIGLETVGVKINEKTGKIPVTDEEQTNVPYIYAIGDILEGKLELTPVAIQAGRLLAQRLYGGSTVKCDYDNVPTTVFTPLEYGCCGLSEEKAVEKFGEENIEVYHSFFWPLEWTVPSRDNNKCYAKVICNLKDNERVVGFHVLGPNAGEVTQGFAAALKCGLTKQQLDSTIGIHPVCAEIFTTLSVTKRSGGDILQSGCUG
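Rat TrxR1, dispensed at 90 nM, was prereduced with 400 uM NADPH (final) for 5 min at ~22 deg C, then incubated with compound 15 min before 400 uM selenite. A first-read NADPH fluorescence drop versus no-compound background flagged substrates.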
TRHR ag: TRH receptor (human) agonism | actives 0.18% (n = 360,000) | TRHR cells, calcium flux fluo-8, FDSS agonist mode | activation, % at 2 µM | P34981; in the data active means activation above about 30%; further: 0% is about no effect
Target sequence (P34981 whole entry, looked up): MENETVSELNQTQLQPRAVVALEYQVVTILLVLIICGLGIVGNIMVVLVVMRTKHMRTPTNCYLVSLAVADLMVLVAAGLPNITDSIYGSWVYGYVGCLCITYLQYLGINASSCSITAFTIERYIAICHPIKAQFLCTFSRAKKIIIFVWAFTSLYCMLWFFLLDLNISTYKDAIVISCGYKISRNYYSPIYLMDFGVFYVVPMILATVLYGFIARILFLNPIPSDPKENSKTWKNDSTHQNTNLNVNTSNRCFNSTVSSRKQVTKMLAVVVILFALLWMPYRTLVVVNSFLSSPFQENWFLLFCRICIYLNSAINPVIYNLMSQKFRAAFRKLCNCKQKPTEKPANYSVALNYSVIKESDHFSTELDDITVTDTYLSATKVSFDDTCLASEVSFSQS
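In this calcium-flux screen, cells bearing human TRHR are dye-loaded with fluo-8, baselined for 10 cycles, then exposed to library compounds; positive kinetic calcium responses during the agonist phase mark hits, with TRH as control.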
D2 ag: D2 dopamine receptor (human) agonism; actives 0.53% (n = 340,000); activation, % at 2 µM; HEK293 T-REx D2 cells, calcium flux agonist mode; P14416;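 active means activation over 3 SD above normal in the single-dose calcium agonist read, cut at about 30% in these data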; further: 0% is about no effect
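HEK293 Trex D2 cells, tetracycline-induced, o/n 30 C 5% CO2; no-wash Ca dye, RT 30–90 min; 10-cycle baseline, 23 nl cpd added, kinetic Ca read 180 s; agonist hits = positive Ca response.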
TrxR1 inh: rat TrxR1 inhibition; recombinant rTrxR1, NADPH fluorescence consumption, selenite substrate; O89049; Potency, µM (highest dose often 114 µM), for the others: top-dose activity change, negative = inhibition, actives largely listed as inhibitors; actives 1% (n = 390,000); further: potency means the concentration at half of the fitted maximal effect; on the % scale 0 is the no-effect control and ±100 the full control effect; nearly all actives have a fitted effect of over 65% in size
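Rat TrxR1 (90 nM in the dispensed reagent) was pre-reduced with 400 uM NADPH for 5 min at room temperature, then incubated with compound for 15 min. After 400 uM selenite was added, NADPH fluorescence (Ex 340/Em 450 nm) was followed for 8 min.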
USP1-UAF1 inh: inhibitors of human USP1/UAF1 deubiquitinase | Potency, µM (top dose mostly 57.1 µM), inactives show top-dose activity change, negative = inhibition, hits mostly inhibitors | actives 0.23% (n = 390,000) | O94782 | recombinant USP1/UAF1, Ub-Rhodamine cleavage fluorescence | AID 743255; further: potency means the concentration at half of the fitted maximal effect; on the % scale 0 is the no-effect control and ±100 the full control effect; nearly all actives have a fitted effect of over 60% in size; inactives centre near -12
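USP1/UAF1 complex (1 nM) preincubated 15 min at room temperature with compound, then Ub-Rho substrate (150 nM final) added. Kinetic fluorescence at 480/540 nm over 6 reads at 60 s intervals; 50 mM HEPES pH 7.8, 0.5 mM EDTA, 0.1 mg/ml BSA, 1 mM TCEP, 0.01% Tween-20.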
TRHR PAM: allosterically enhances the human TRH receptor. P34981. TRHR cells, fluo-8 calcium fluorescence, EC20 TRH enhancement. enhancement, % at 2 µM. actives 0.66% (n = 360,000); in the data active means enhancement above about 30%; further: 0% is about no effect
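Enhancer read-out: after compound pinning and an initial kinetic agonist-mode read, an EC20 of TRH (10 nM final) was injected and fluo-8 calcium signal (Ex 480/Em 530) followed at 1 s/cycle for 100 cycles in TRHR-expressing cells.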
Starred values were filed as active, the others as inactive; u = inconclusive; x = no result given; ! = a repeat was not active; [ ] = remark or other dose. Unless noted, the call rests on the fitted dose curve; in most records, active means well fitted inhibition curve with a large enough effect; inconclusive means small, poorly fitted or top-dose-only effect; inactive means no such curve, though single readings can be large or run the other way. An excerpt, so the mix of outcomes need not match the whole.

Each structure is followed by: IDH1 R132H inh, Pin1 inhibitor, D2 antag, TrxR1 substrate, TRHR ag, D2 ag, TrxR1 inh, USP1-UAF1 inh, TRHR PAM
- CCC(C)(C)n1nnnc1C(c1ccc(OC)c(OC)c1)N1CCN(c2ccc(F)cc2)CC1 (stereo not drawn)
    2%, -3%, 6, 2%[57.1 µM], -0.1, -0.2, 20%[57.1 µM], -18%, 2
- Cc1ccc(CC(=O)N2CCN(C(=O)C3CCCO3)CC2)cc1 (stereo not drawn)
    -3%, -16%, -2, -15%, 0.7, 0.2, -28%, 1%, 1
- Cc1cccc[n+]1CC(=O)Nc1ccc([N+](=O)[O-])cc1
    -4%, -8%, -6, -5%, 0.9, 0.2, 12%, -13%, 3
- Cn1c(=O)c2sccc2n2c(CCCC(=O)NCc3ccco3)nnc12
    -10%, 7%, x, 0%, -0.1, x, 19%, -11%, 15
- COc1ccc(Cl)cc1NC(=O)CSc1nnc(-c2ccncc2)n1CC1CCCO1 (stereo not drawn)
    8%, -1%, 25, -6%, 0.0, -0.8, -15%, -16%, 2
- COCCN(Cc1nc2ccccc2c(=O)[nH]1)C(=O)COc1c(C)cc(Cl)cc1C
    15%, u, -3, -5%, -0.2, 0.6, 18%, -23%, 3
- CCCc1cc(=O)[nH]c(SCC(=O)NC(=O)c2ccccc2)n1
    -3%, 1%, 10, -8%, -0.5, -0.8, 0%, 2%, 5
- COc1ccc(CCNC2CC(=O)N(CCc3ccc(OC)c(OC)c3)C2=O)cc1 (stereo not drawn)
    1%, 1%, 9, -3%, 0.7, 0.4, -11%, 4%, 2
- Cn1nc(-c2ccc(C(=O)N3CCN(Cc4ccccc4)CC3)cc2)c2ccccc2c1=O
    2%, 6%, -9, 0%, -0.7, -0.2, -8%, -16%, -10
- COc1ccc(C(=O)/C=C2\NCCc3cc(OC)c(OC)cc32)cc1OC
    13%, u, -11, 6%, -0.8, 0.4, -8%, -14%, 2
- C[n+]1cc(-c2ccccc2)n2c1CCCCC2
    4%, 1%, -13, -2%, -0.1, 0.6, 10%, -6%, 3
- CC(CN1c2ccccc2Sc2ccccc21)N(C)C (stereo not drawn)
    -12%, -1%, 54*, 17%[57.1 µM], -0.5, 0.9, 12µM*!, 17%, -6
- CCOC(=O)Cn1c(C)c(Br)c(COC)c(C#N)c1=O
    3%, 27%, -10, -6%, -0.4, -0.2, -9%, -12%, -3
- O=C(CSc1nnc2c(n1)[nH]c1ccccc12)Nc1ccc(N2CCOCC2)cc1
    -3%, u, 5, -2%, -0.2, 1.0, -2%, -4%, 4
- CCOc1ccc(NS(=O)(=O)c2ccc3[nH]c(=O)[nH]c3c2)cc1
    1%, -4%, 6, 3%, 0.3, -1.1, 22%, -15%, -12
- COc1cc(OC)cc(-c2ncc3ccccn23)c1
    9%, 25%, -4, 47%[activator], -0.1, 1.3, -2%, -18%, 6
- CC(Sc1nc2ccccc2s1)C(=O)N(C)Cc1ccccc1 (stereo not drawn)
    1%, 11%, 16, 12%[0.0914 µM], 0.1, -2.8, 22%[57.1 µM], -20%, -1
- COC(=O)c1ccccc1NC(=O)c1onc(C)c1Cl
    -4%, 0%, -7, 12%, 0.0, -0.2, 25%, -6%, -4
- Cc1cccn2c(=O)nc(SCC(=O)N3CCC(C)CC3)nc12
    -3%, -3%, 6, -3%, 0.0, 0.0, -6%, -16%, 4
- O=C(CSc1nnc(Nc2ccccc2)s1)NCc1ccco1
    8%, -3%, 1, 0%, -0.9, 0.1, 0%, -8%, 4
- Cc1ccc2c(C)c(C(=O)Nc3cccnc3)oc2c1
    5%, 5%, -6, 9%[57.1 µM], -0.8, -0.2, 5%[57.1 µM], -17%, 3
- NC(=O)C1(N2CCCCC2)CCN(C(=S)Nc2ccc(S(N)(=O)=O)cc2)CC1
    -3%, -10%, -3, -1%, 0.1, 0.3, -17%, -9%, 2
- CCOC(=O)C(NCCOC)(NC(C)=O)C(F)(F)F (stereo not drawn)
    1%, 0%, -1, 2%[57.1 µM], 0.2, 1.1, 12%[57.1 µM], 6%, -5
- c1ccc2c(c1)Nc1cc3ccccc3cc1S2
    1%, 1%, -16, 5%[11.4 µM], -1.2, -1.8, 16%[11.4 µM], 6%, -2
- COc1cc(OC)c(OC)cc1/C=C1\Oc2cc(OCC(=O)N3Cc4ccccc4C[C@H]3C(=O)O)ccc2C1=O
    -24%, u, -18, -12%[57.1 µM], 13, 10, -11%[57.1 µM], 14µM*, 2
- Cc1ccc(-c2nnc(Nc3ccc(CC(N)=O)cc3)c3ccccc23)cc1S(=O)(=O)NCCO
    6%, -1%, 15, 1%, 0.4, 2.1, 10%, -26%, -11
- O=C(COC(=O)C1(c2ccccc2F)CCCC1)NC1CCS(=O)(=O)C1 (stereo not drawn)
    8%, -10%, 1, 2%, -0.3, -0.2, 10%, 1%, -4
- CCCNC(=O)NC(=O)COC(=O)/C=C/c1cc(Br)ccc1F
    17%, -1%, 17, -8%[57.1 µM], -1.3, -0.4, 23%[57.1 µM], -8%, -3
- COc1ccccc1CNn1c(-c2cccc(C)c2)nc2ccccc2c1=O
    0%, 2%, x, 9%[57.1 µM], -0.5, x, -18%[2.29 µM], -15%, -7
- S=C(Nc1ccc(Cl)cc1)c1nc2ccccc2s1
    4%, -2%, -7, 7%[57.1 µM], -0.5, -0.3, 15%[57.1 µM], -17%, 7
- CCOCC(=O)N1CCN(c2ccc([N+](=O)[O-])cc2)CC1
    6%, 5%, 4, u, 0.1, 0.1, u, 1%, 0
- COC(=O)COc1ccc(S(=O)(=O)N2CCN(c3ccc(OC)cc3)CC2)cc1
    1%, -8%, -3, 6%[57.1 µM], 0.4, -0.5, 14%[57.1 µM], -6%, 3
- C=C(C)c1cccc(C(C)(C)NC(=O)Nc2ccc(OC)nc2)c1
    -5%, u, -12, -4%, 0.6, -0.4, 5%, -8%, -3
- CNC(=O)c1nnn(-c2ccccc2)c1C(=O)NC
    6%, 0%, 5, -5%[57.1 µM], -0.2, 0.6, 11%[57.1 µM], -15%, -7
- Oc1ccc(-c2nccs2)cc1
    5%, -7%, x, 25%[57.1 µM], x, x, 15%[57.1 µM], 0%, x
- COc1ccc(CN2CCNC(=O)C2CC(=O)O)cc1OC (stereo not drawn)
    -7%, 0%, -18, -1%, 0.7, 0.3, -17%, -27%, 8
- CCOC(=O)C1=C(O)C(=O)C(C(=O)OCC)C1 (stereo not drawn)
    3%, -8%, x, -7%, x, x, -9%, -22%, x
- Cc1ccc(SCc2cc(=O)[nH]c(N3CCN(C)CC3)n2)cc1
    4%, -5%, 1, 15%[57.1 µM], 1.9, 1.0, 22%[57.1 µM], -18%, -16
- COC(CNC(=O)C1CCCN(S(=O)(=O)c2c(C)noc2/C=C/c2cccs2)C1)OC (stereo not drawn)
    0%, -4%, -17, -6%, -1.0, 0.7, 6%, -26%, 3
- CCn1c(=O)cc(OCC(=O)Nc2cccnc2)c2ccccc21
    0%, -2%, 3, -1%, -0.1, -0.2, -6%, -17%, 4

3 entries from above, sorted by the value under TRHR ag, rising:
Compound | Pin1 inhibitor | D2 antag | TrxR1 substrate | TRHR ag | TrxR1 inh | USP1-UAF1 inh | TRHR PAM
S=C(Nc1ccc(Cl)cc1)c1nc2ccccc2s1 | -2% | -7 | 7%[57.1 µM] | -0.5 | 15%[57.1 µM] | -17% | 7
CCOCC(=O)N1CCN(c2ccc([N+](=O)[O-])cc2)CC1 | 5% | 4 | u | 0.1 | u | 1% | 0
Cc1ccc(SCc2cc(=O)[nH]c(N3CCN(C)CC3)n2)cc1 | -5% | 1 | 15%[57.1 µM] | 1.9 | 22%[57.1 µM] | -18% | -16

Continuation:
Each structure is followed by: IDH1 R132H inh, Pin1 inhibitor, D2 antag, TrxR1 substrate, TRHR ag, D2 ag, TrxR1 inh, USP1-UAF1 inh, TRHR PAM
- Cc1c(NC(=O)CSc2nnc3sc4ccccc4n23)c(=O)n(-c2ccccc2)n1C
    9%, 2%, x, 7%, 0.7, x, 23%, 6%, -3
- O=C(O)CCCn1nc(C(F)(F)F)c2c1CCCCC2
    -6%, 1%, -8, -2%, -0.9, 0.2, -1%, -4%, -8
- CC(=O)N1CCc2cc(S(=O)(=O)NCCC(=O)Nc3cccc(C)c3)ccc21
    12%, 1%, -14, -1%, -0.3, -1.7, 6%, -8%, 0
- Cc1ccc(NC(=O)c2ccc(CNS(=O)(=O)c3cccc(C(F)(F)F)c3)cc2)cc1
    -1%, -4%, -4, 11%[57.1 µM], 0.0, 0.8, 33%[activator][57.1 µM], -23%, -2
- CCOc1ccccc1N(CC(=O)NCCc1ccccc1)C(=O)CCC(=O)Nc1ccccn1
    -4%, u, 11, 4%, -0.2, 3.6, 14%, -24%, 1
- Cc1ccccc1OCC(=O)Nc1nnc(S(=O)(=O)N2CCCCCC2)s1
    -13%, 59%[activator], x, -7%, 0.6, -0.9, -1%, 4%, 3
- Cc1ccc(NC(=O)NC2CCCCC2)cc1S(=O)(=O)N1CCOCC1
    16%, -1%, -8, 8%, -0.5, 0.8, 7%[57.1 µM], -21%, -1
- COc1cc(OC)cc(C(=O)N2CCN(C(=O)COc3ccccc3)CC2)c1
    0%, -1%, x, 6%, -0.8, x, 15%, -29%, 4
- CCCCn1nc(CC(=O)O)c2ccccc2c1=O
    4%, 6%, -6, 7%[57.1 µM], 0.7, 0.3, -4%, -2%, 1
- CCOc1ccccc1NC(=O)C(CC)n1c(C(=O)OC)cc2occc21 (stereo not drawn)
    5%, 30%[activator], x, -11%, 1.3, 0.7, -6%, -16%, -24
- COC(=O)C1=C(N)Oc2cc(C)n(Cc3cccnc3)c(=O)c2C1c1ccc(OC)c(OC)c1 (stereo not drawn)
    9%, -7%, -2, 2%, -0.3, -0.1, u, u, 1
